Screening results: PubChem BioAssay, Sanford-Burnham Center for Chemical Genomics
tim10-1 inh – inhibits growth of tim10-1 mutant yeast; inhibition, % at 20 µM; 330,000 tested, 2.2% active; AID 463190; S. cerevisiae tim10-1 ts strain growth, BacTiter-Glo, 24 h;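 active means inhibition of at least 40%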;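 further: mutant grown at 25 °C; 0% = DMSO wells with yeast and 100% = wells holding no yeast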
GRIN3A LBD mod – modulators (binders) of human NR3A ligand-binding domain; AID 1259313; NR3A LBD differential scanning fluorimetry, Tm shift; 0% = protein alone, 100% = glycine-bound protein; Tm shift relative to glycine control, % at 25 µM; 340,000 tested, 2.5% active;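 active means melting temperature shift of at least 10% of the positive control shift, at one fixed dose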
APJ agonist – APJ receptor agonism. 330,000 tested, 0.11% active. P35414. CHO-K1 APJ PathHunter beta-arrestin, luminescence; 0% DMSO wells, 100% apelin. activation, % at 20 µM;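 active means activation more than six SD over the plate average, tested at 20 µM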;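 further: 0% = DMSO alone and 100% = apelin-13 at 10 nM; some results filed as inactive read as strong as hits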
Target sequence (P35414 whole entry, looked up): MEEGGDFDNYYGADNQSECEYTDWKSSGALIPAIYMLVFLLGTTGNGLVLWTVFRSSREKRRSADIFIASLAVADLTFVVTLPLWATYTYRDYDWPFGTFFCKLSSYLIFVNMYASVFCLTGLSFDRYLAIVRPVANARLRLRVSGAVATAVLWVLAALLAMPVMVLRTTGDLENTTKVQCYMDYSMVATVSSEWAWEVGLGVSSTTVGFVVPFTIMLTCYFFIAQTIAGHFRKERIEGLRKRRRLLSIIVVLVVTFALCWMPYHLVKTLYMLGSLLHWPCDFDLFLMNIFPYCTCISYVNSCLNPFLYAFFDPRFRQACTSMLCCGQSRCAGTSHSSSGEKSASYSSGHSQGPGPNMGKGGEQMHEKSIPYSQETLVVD
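Test system: CHO-K1 APJ beta-arrestin complementation cell line. Amount: cell density 1000 per well. Controls: DMSO negative, 10 nM Apelin-13 positive. Signal: luminescent beta-gal fragment complementation, chemiluminescent substrate. Read-out basis: agonist-driven arrestin binding to APJ. Timing: compound stimulation 90 min at 25 °C, detection 60 min.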
TIM10 inh – growth inhibitors of TIM10 yeast strain; S. cerevisiae TIM10 strain growth, BacTiter-Glo luminescence, 24 h; inhibition, % at 10 µM; 330,000 tested, 1.4% active;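 active means inhibition of 40% or more at the single tested concentration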;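 further: wild-type TIM10 isogenic control strain grown at permissive 25 °C; 0% = DMSO yeast wells and 100% = minimal medium wells without yeast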
NALP3 yeast inh – blocks the NALP3 inflammasome reconstituted in yeast; Yeast reconstituted NLRP3/ASC/caspase-1, beta-gal luminescence, 24 h; inhibition, % at 10 µM; 330,000 tested, 0.39% active;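 active means inhibition of 50% or more; inactive means inhibition below 50%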;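 further: plate controls were induced DMSO wells for no effect and uninduced yeast grown without galactose for full effect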
tim23-1 inh – tim23-1 yeast growth inhibition. S. cerevisiae tim23-1 growth, BacTiter-Glo luminescence, 24 h. inhibition, % at 20 µM. 330,000 tested, 1.3% active;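 active means growth inhibition of the mutant yeast at or above 50%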;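 further: temperature-sensitive mutant grown at 25 °C; plate controls were DMSO-treated mutant yeast for no effect and medium wells lacking yeast for full effect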
XBP1 UPR activ – activators of adaptive arm of unfolded protein response (XBP1); 330,000 tested, 0.33% active; CHO-XBP1 luciferase reporter, IRE1-XBP1 UPR activation, luminescence; percent of tunicamycin response, DMSO as zero; AID 463104; activation, % at 20 µM;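 active means versus positive control, 20 µM dose yields 30% or more activation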;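 further: 100% = tunicamycin at 10 µg/mL and 0% = DMSO only wells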
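Material: CHO-XBP1 cells stably carrying IRE1-XBP1-driven luciferase reporter / Amount: 1000 cells per well / Compound: 20 µM, 1% DMSO / Times: 6 h treatment, 37 °C / Detection: luciferase luminescence / Measure: % activation of reporter signal versus tunicamycin and DMSO controls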
Mdm2-MdmX inh – inhibitors of human Mdm2/MdmX interaction. inhibition, % at 8 µM. AID 485346. SaOS-2 split-luciferase Mdm2/MdmX complementation, luminescence. 330,000 tested, 3% active;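 active means inhibition of at least 50% at 8 µM in the primary screen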
UPR CHOP act – activators of apoptotic arm of unfolded protein response (CHOP) | AID 449763 | CHO-CHOP luciferase reporter, UPR activation, luminescence; percent of tunicamycin response over DMSO baseline | 330,000 tested, 0.34% active | activation, % at 10 µM;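 active means at 10 µM dose, activation of 40% or more, normalized to positive control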;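 further: 100% = tunicamycin at 10 µg/mL and 0% = DMSO alone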
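Assay system: CHO-CHOP cells, stable luciferase reporter of PERK-eIF2a-CHOP signalling / Buffer or medium: F12 plus 10% serum / Compound dosing: one dose, 10 µM in 0.5% DMSO / Times: 6 h compound treatment, 37 °C / Technique: luciferase luminescence / Read-out: % reporter activation, DMSO baseline versus tunicamycin full activation / Benchmarks: tunicamycin and DMSO controls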
* = called active by the depositor. This is a random part of the collection; about 8.2% have a hit in one of these screens.

SMILES	tim10-1 inh	GRIN3A LBD mod	APJ agonist	TIM10 inh	NALP3 yeast inh	tim23-1 inh	XBP1 UPR activ	Mdm2-MdmX inh	UPR CHOP act
O=C(c1cccn2c(=O)c3ccc(Cl)cc3nc12)N1CCN(Cc2ccc3c(c2)OCO3)CC1	24	2	-1	19	-1	17	-2	-24	1.3
CCN(CC(=O)NC(=O)NC1CCCCC1)Cc1ccccc1	9	2	-7	0	10	5	-3	10	-1.8
COc1ccc(CNC(=O)COC(=O)CCCOc2ccc(Cl)cc2Cl)cc1OC	36	-1	-2	0	11	25	-3	0	-3.3
COc1ccc(CCNS(=O)(=O)c2ccc(F)cc2)cc1OC	-30	-1	-1	-12	9	-2	-1	-9	-2.2
COc1ccc(OC(C)C(=O)NCCc2nc3ccccc3[nH]2)cc1 (stereo unspecified)	0	0	0	-8	16	7	-2	-2	-0.8
c1ccc(SCc2cn(C[C@H]3CC[C@@H]([C@@H]4CC[C@H](Cn5cc(CSc6ccccc6)nn5)O4)O3)nn2)cc1	11	2	-3	20	-1	31	-4	-2	1.4
O=C(Nc1cc(S(=O)(=O)N2CCOCC2)ccc1N1CCOCC1)c1ccccc1Cl	3	-1	-1	-11	18	6	0	-10	0.4
COC(=O)Cn1c2c(c3cc(C)ccc31)CCCC2	8	-1	1	11	-2	12	0	2	-2.1
Cc1cc(=O)oc2cc(OCC(=O)Nc3ccc(N4CCC(C)CC4)cc3)ccc12	-8	-1	4	9	28	-8	0	15	-0.2
Cc1ccc(NC(=O)CCCn2c(=S)[nH]c3ccsc3c2=O)cc1C	16	-1	5	8	17	-2	-4	12	0.9
CNC(=O)c1ccc(NC(=O)Cc2ccc(S(=O)(=O)N3CCOCC3)s2)cc1	12	-2	2	6	3	-2	-3	8	-0.4
O=C(CN1CCN(S(=O)(=O)N2CCCCCC2)CC1)Nc1ccc(Br)cc1	30	-9	0	9	6	33	-5	24	-0.2
CNc1ccc(Cl)nn1	7	0	-2	-13	10	22	2	-25	-1.5
COc1cc2cc(C)c(SCC(=O)N3CCOCC3)nc2cc1OC	-10	1	-3	-9	14	2	1	11	-1.2
CCn1c(SCC(=O)Nc2oc(-c3ccccc3)c(-c3ccccc3)c2C#N)nnc1-c1ccncc1	15	-1	4	23	-31	9	-1	-21	0.5
COc1ccccc1CSc1nc2c(c(=O)n(C)c(=O)n2C)n1C	13	-1	0	12	3	8	-3	18	3.8
COc1cc(C(=O)Nc2ccc(F)cc2Cl)ccc1OCC(=O)N1CCOCC1	-11	-2	7	-6	14	-6	-3	18	0.0
O=S(=O)(c1ccc(Br)cc1)N1CCN(c2ccc3nnc(-c4ccccc4)n3n2)CC1	16	2	0	20	16	33	8	40	4.1
COc1ccc(C(=O)NNC(=O)C2CCN(S(=O)(=O)c3ccc(C)cc3)CC2)cc1	-12	-3	-1	-15	18	-1	-5	17	0.4
C=CCn1c(SCc2nnc(-c3ccccc3)o2)nnc1C(O)c1ccccc1 (stereo unspecified)	4	1	0	-9	7	16	-2	5	-1.2
CN1CCN(C(=O)/C(=C/c2cn(S(=O)(=O)N(C)C)c3ccccc23)NC(=O)c2ccccc2Cl)CC1	6	1	0	4	0	-6	0	15	2.3
COc1ccccc1CNC(=O)CSc1ccc(C)cc1	4	-3	-2	-3	20	14	-3	24	1.3
CCC(C(=O)NC1CCCC1)N(C(=O)Cn1nnc(-c2ccc(C)o2)n1)c1cccc(OC)c1 (stereo unspecified)	-2	-1	-6	0	14	12	-5	-4	-1.0
O=C1Nc2ccccc2OC1CC(=O)N1CCCC1 (stereo unspecified)	19	2	-2	3	0	8	0	19	1.5
CCOC(=O)c1ccc(NC(=S)N(CCCN2CCCC2)Cc2cccs2)cc1	15	1	0	-24	15	-1	1	28	-1.3

Taken from above:
COc1ccccc1CNC(=O)CSc1ccc(C)cc1 – tim10-1 inh = 4
O=S(=O)(c1ccc(Br)cc1)N1CCN(c2ccc3nnc(-c4ccccc4)n3n2)CC1 – GRIN3A LBD mod = 2
COc1ccc(OC(C)C(=O)NCCc2nc3ccccc3[nH]2)cc1 (stereo unspecified) – tim23-1 inh = 7

Carrying on:
SMILES	tim10-1 inh	GRIN3A LBD mod	APJ agonist	TIM10 inh	NALP3 yeast inh	tim23-1 inh	XBP1 UPR activ	Mdm2-MdmX inh	UPR CHOP act
O=S(=O)(c1cc(C(F)(F)F)ccc1Cl)N1CCCCCC1	-3	-1	-3	-12	40	18	0	-8	-0.1
O=C(NCC(c1cccs1)N1CCOCC1)c1ccccc1NS(=O)(=O)c1cc([N+](=O)[O-])ccc1Cl (stereo unspecified)	8	-4	1	12	5	11	-2	11	-1.7
Cc1ccc(NC(=O)/C=C/c2ccc3c(c2)OCO3)cc1S(=O)(=O)N1CCOCC1	21	-22	0	20	20	37	1	19	2.2
O=C(C1CCN(Cc2nc(-c3ccc(Cl)cc3)no2)CC1)N1CCOCC1	16	1	0	-6	-2	5	1	-8	0.9
CN(C)S(=O)(=O)c1ccc(C(=O)N2CCN(C(=O)C3CCCO3)CC2)cc1 (stereo unspecified)	-17	1	-4	1	13	0	-4	4	-1.8
CCC(C)c1ccc(NC(=O)N2CCN(C(=O)C3CCCO3)CC2)cc1 (stereo unspecified)	5	-1	-3	-7	8	-1	3	7	2.3
CCCN(C(=O)c1cc(-c2ccco2)nc2ccccc12)c1c(N)n(Cc2ccccc2)c(=O)[nH]c1=O	-5	-5	3	2	7	-3	-1	-2	4.3
CCOC(=O)c1sc(N=NC2=C(O)CCCC2=O)c(C(=O)OCC)c1C	-29	-4	0	-44	35	-6	4	6	2.6
CC(=O)Nc1ccc(N/C=C(\C=O)c2nc3ccccc3o2)cc1	-2	0	0	19	10	-1	-3	15	1.5
COc1ccc(NS(=O)(=O)c2cc(NC(=O)[C@@H](NC(=O)c3ccccc3)C(C)C)ccc2C)cc1	3	13*	1	12	0	7	4	40	5.1
CCOc1ccc(/C=N/n2c(-c3ccccc3)n[nH]c2=S)cc1	37	4	-2	24	39	22	-1	5	1.0
C/C(=N\NC(=S)NCc1ccccc1)c1ccc2ccccc2c1OC(F)F	25	-2	-6	39	56*	34	-4	-9	4.6
Cc1cc(C(=O)O)ccc1-n1c(C)cc(/C=C(/C#N)C(=O)Nc2ccccc2)c1C	6	2	1	0	18	24	-4	-1	2.6
Cc1oc(-c2cccs2)nc1CN1CCN(Cc2ccc(F)c(F)c2)C(CCO)C1 (stereo unspecified)	-1	1	-6	-11	13	14	-1	0	3.1
CCOC(=O)C1CCN(C(=O)Nc2cccc(OC)c2)CC1	-7	2	4	-16	-6	13	-2	8	1.1
COc1ccc(N(CC(=O)N2CCCC2)S(C)(=O)=O)cc1	8	0	0	-4	21	15	-3	-16	-1.8
CC(=O)c1ccc(N2C(=NC(=O)COc3ccccc3)SC3CS(=O)(=O)CC32)cc1 (stereo unspecified)	-3	1	4	-15	20	-7	-2	3	-2.1
Cc1ccccc1CSCCNC(=O)COc1ccc(Cl)cc1	3	-10	-1	-18	5	23	-3	-3	0.0
Cc1ccc(C)c(-n2cc(CN3CCNC(=O)CC3)c(-c3ccccc3)n2)c1	15	0	-2	15	11	-6	-2	-34	1.2
CC1(C)NC(=O)N(CC(=O)OCc2cc(=O)n3cc(Br)ccc3n2)C1=O	8	2	-6	21	-4	-6	1	-19	0.1
CC1CN(C(=O)COC(=O)c2ccc(N(C)C)cc2)CC(C)O1 (stereo unspecified)	9	-1	-1	-5	8	-8	-3	12	-0.6
O=C(Cc1ccccc1)Oc1coc(CSc2ncccn2)cc1=O	6	-3	-6	19	-11	26	1	5	-0.3
S=C(NCc1ccncc1)NC1CCCC1	-4	-1	-1	-1	31	-21	0	22	-0.3
O=C(NN=C1CCCCC1)c1cc(-c2ccccc2)n[nH]1	-2	-4	1	-8	12	0	1	-25	0.7
COCc1cc(=O)n2[nH]c(C)c(-c3ccccc3)c2n1	-8	0	-1	-5	-4	5	-4	22	-1.1
CC(=O)N1[C@H](Cc2ccccc2)C=C[C@]1(C)C(=O)NCc1ccccn1	7	-2	-7	-5	9	18	-2	12	-0.8
Cn1c(=O)[nH]c(=O)c2c1nc(NCc1ccco1)n2Cc1ccccc1Cl	-3	-1	-2	-6	3	3	-1	6	2.4
CCOc1ccc(OCc2cccc(C(=O)N3CCOCC3)c2)cc1	19	-2	-2	6	15	7	-10	47	-9.9
O=C(CSc1nnnn1Cc1ccccc1)Nc1ccc2c(c1)OCO2	24	1	-3	21	-7	11	3	-9	2.2
O=C(NCc1ccc(C(F)(F)F)cc1)C1CC(c2ccc(C(F)(F)F)cc2)=NO1 (stereo unspecified)	-22	-6	9	-7	15	1	-3	36	1.5

Full records, quoted from the list:
O=C(C1CCN(Cc2nc(-c3ccc(Cl)cc3)no2)CC1)N1CCOCC1 is listed as tim10-1 inh: 16; GRIN3A LBD mod: 1; APJ agonist: 0; TIM10 inh: -6; NALP3 yeast inh: -2; tim23-1 inh: 5; XBP1 UPR activ: 1; Mdm2-MdmX inh: -8; UPR CHOP act: 0.9
Cc1cc(C(=O)O)ccc1-n1c(C)cc(/C=C(/C#N)C(=O)Nc2ccccc2)c1C is listed as tim10-1 inh: 6; GRIN3A LBD mod: 2; APJ agonist: 1; TIM10 inh: 0; NALP3 yeast inh: 18; tim23-1 inh: 24; XBP1 UPR activ: -4; Mdm2-MdmX inh: -1; UPR CHOP act: 2.6

Among those listed so far, these have a cyano group.
SMILES	tim10-1 inh	GRIN3A LBD mod	APJ agonist	TIM10 inh	NALP3 yeast inh	tim23-1 inh	XBP1 UPR activ	Mdm2-MdmX inh	UPR CHOP act
CCn1c(SCC(=O)Nc2oc(-c3ccccc3)c(-c3ccccc3)c2C#N)nnc1-c1ccncc1	15	-1	4	23	-31	9	-1	-21	0.5
Cc1cc(C(=O)O)ccc1-n1c(C)cc(/C=C(/C#N)C(=O)Nc2ccccc2)c1C	6	2	1	0	18	24	-4	-1	2.6
